SIAE inh: blocks human sialic acid acetylesterase | Q9HAT2 | SIAE FP-Rh probe binding, fluorescence polarization | inhibition, % at 9.66 µM | hit rate 0.69% among 370,000 | AID 1053197;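 active means inhibition above a cutoff: mean of compounds within the control limits plus 3 SD of those, cut at about 17% in these data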;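 further: 0% = plate median of compound wells and 100% = probe without SIAE protein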
proKLK7 act: activators of human kallikrein-7 zymogen; purified proKLK7, EDANS-DABCYL substrate fluorescence; 100% is mature enzyme control, 0% vehicle; hit rate 0.9% among 370,000; activation, % at 7 µM; P49862;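 active means activation above the mean of all tested compounds plus 3 SD, computed per campaign excluding outliers beyond control limits, cut at about 13% in these data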
Target sequence (P49862 whole entry, looked up): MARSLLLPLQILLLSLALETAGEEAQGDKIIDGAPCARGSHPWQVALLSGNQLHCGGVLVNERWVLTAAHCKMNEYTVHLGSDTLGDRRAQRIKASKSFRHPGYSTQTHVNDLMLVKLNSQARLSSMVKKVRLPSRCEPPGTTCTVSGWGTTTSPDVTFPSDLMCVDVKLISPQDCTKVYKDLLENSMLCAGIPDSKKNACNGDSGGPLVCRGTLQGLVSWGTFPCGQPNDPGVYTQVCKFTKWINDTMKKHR
TCR-CD3 inh: inhibitors of human TCR-CD3 interaction; TAMRA-labeled TCR probe fluorescence, biochemical; inhibition, % at 9.4 µM; hit rate 0.37% among 360,000; in the data active means inhibition above about 19%;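 further: recombinant mutant TCR 2C K166C tagged with TAMRA read by polarization; 0% = receptor in buffer alone and 100% = receptor with positive control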
PRMT1 FP inh: blocks human protein arginine methyltransferase 1; hit rate 1.3% among 370,000; AID 652257; inhibition, % at 2.79 µM; recombinant PRMT1, activity-based probe fluorescence polarization; Q99873;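 active means inhibition above about 21% made by adding two undisclosed values, limit read from the data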
Target sequence (Q99873 whole entry, looked up): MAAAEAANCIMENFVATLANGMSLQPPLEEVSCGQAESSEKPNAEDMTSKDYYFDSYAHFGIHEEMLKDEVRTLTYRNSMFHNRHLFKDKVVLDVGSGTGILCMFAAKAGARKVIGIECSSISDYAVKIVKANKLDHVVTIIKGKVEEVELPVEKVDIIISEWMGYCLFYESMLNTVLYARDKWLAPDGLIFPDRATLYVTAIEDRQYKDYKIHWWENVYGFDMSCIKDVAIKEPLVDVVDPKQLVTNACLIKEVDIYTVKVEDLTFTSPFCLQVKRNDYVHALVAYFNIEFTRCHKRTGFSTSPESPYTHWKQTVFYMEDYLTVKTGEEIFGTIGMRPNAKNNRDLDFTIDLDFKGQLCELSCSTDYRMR
LEDGF integ inh: blocks HIV-1 LEDGF/p75-dependent DNA integration. TR-FRET IN-LEDGF/p75 DNA integration, Eu/Cy5. inhibition, % at 3.7 µM. AID 743269. hit rate 0.64% among 370,000;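 active means inhibition above the screen-wide mean plus 3 SD, cut at about 13% in these data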;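 further: signal is the Cy5 over europium emission ratio at 671 and 618 nm; 0% = plate median of compound wells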
DDE Tn6 FP inh: DD(E)-Tn6 binding inhibition, primary FP screen | inhibition, % at 8.3 µM | AID 720509 | P02675 | Fibrin DD(E) TRITC-Tn6 fluorescence polarization displacement | hit rate 0.21% among 370,000;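 active means inhibition above a per-campaign cutoff: mean of compounds within control limits plus 3 SD, cut at about 15% in these data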;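 further: 0% = median of all compound wells on the plate and 100% = blocking peptide control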
MBD2 inh: blocks human MBD2 binding to methylated DNA | Q9UBB5 | TR-FRET, MBD2 binding to methylated oligonucleotide | inhibition, % at 4.4 µM | hit rate 0.31% among 370,000 | AID 686964; in the data active means inhibition above about 13%
Tn7 DDE FP: disrupts Tn7 cyclic peptide binding to fibrin D-Dimer-E complex. inhibition, % at 8.3 µM. FP displacement of FITC-Tn7 peptide from fibrin DD(E); 0% = median of compound wells per plate. P02675. hit rate 0.13% among 370,000. AID 720508;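 active means inhibition above the mean of compounds falling within the control limits plus 3 SD of them, cut at about 14% in these data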;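 further: 0% = plate median of compound wells and 100% = 10 µM Aha-Tn7 peptide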
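system = human fibrin DD(E) protein | quantity = DD(E) 2 µM final | medium = Tris/NaCl/CaCl2 buffer, pH 7.8 | also added = labelled Tn7 tracer, 0.1 µM | compound dosing = single point at 8.3 µM | timing = compound with protein 10 min, then 3 h after probe, room temperature | signal = FP measurement | benchmarks = Aha-Tn7 high control | repeats = one replicate per compound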
UHRF1 MBD2 ctr: blocks human UHRF1 binding to methylated DNA. Q96T88. UHRF1 binding to methylated oligo, TR-FRET. inhibition, % at 4.4 µM. hit rate 0.75% among 370,000; in the data active means inhibition above about 21%;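 further: UHRF1 SRA domain binding a hemimethylated CpG hairpin DNA probe; 0% = median of test compound wells and 100% = reference inhibitor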
TDP2 inh: TDP2 (human) inhibition, absorbance primary screen; O95551; recombinant TDP2, T5PNP hydrolysis, p-nitrophenol absorbance 415 nm; inhibition, % at 12.8 µM; hit rate 0.34% among 370,000; AID 720702;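 active means inhibition above the mean of all tested compounds plus 3 SD, set per campaign, cut at about 25% in these data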;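 further: 0% = DMSO with enzyme and 100% = buffer with substrate but no TDP2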
Target sequence (O95551 whole entry, looked up): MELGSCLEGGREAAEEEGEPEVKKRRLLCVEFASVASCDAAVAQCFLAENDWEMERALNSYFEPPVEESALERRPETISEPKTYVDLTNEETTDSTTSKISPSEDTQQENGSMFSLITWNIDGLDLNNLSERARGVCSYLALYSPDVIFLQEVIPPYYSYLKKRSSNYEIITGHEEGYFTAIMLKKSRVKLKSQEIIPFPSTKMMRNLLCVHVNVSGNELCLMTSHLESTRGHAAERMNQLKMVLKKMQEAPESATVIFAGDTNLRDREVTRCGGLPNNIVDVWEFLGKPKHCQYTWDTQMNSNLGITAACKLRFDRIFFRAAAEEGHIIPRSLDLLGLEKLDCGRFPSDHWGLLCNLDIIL
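test system = human TDP2 enzyme | input = TDP2 enzyme at 120 nM final | medium = 50 mM Tris-HCl pH 7.5 with Mg2+, KCl, DTT, BSA | also added = T5PNP substrate, 5 mM | times = 2 h at 37 °C | technique = epi absorbance | benchmarks = high control without enzyme, low control DMSO plus TDP2 | replication = each compound tested once, singlicate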
Numbers without * were called inactive.

`Cc1nnc(SCC(=O)N2N=C(c3ccc(Cl)cc3)CC2c2ccco2)[nH]c1=O` (stereo unspecified) gave SIAE inh -1.9, proKLK7 act 0.1, TCR-CD3 inh 0.1, PRMT1 FP inh 3.5, LEDGF integ inh 2.2, DDE Tn6 FP inh -9.6, MBD2 inh 3.0, Tn7 DDE FP 0.6, UHRF1 MBD2 ctr -3.0 and TDP2 inh 20.2.
For CCOC(=O)c1c(C)[nH]c(C(=O)COc2ccc3c(c2)OCO3)c1C the results were SIAE inh -4.7, proKLK7 act -0.7, TCR-CD3 inh -0.4, PRMT1 FP inh 3.3, LEDGF integ inh -0.9, DDE Tn6 FP inh -7.2, MBD2 inh 9.4, Tn7 DDE FP 10.5, UHRF1 MBD2 ctr 3.8 and TDP2 inh -5.8.
CCCc1n[nH]c2c1/C(=N\O)CCC2 was read as SIAE inh 2.1, proKLK7 act -0.1, TCR-CD3 inh 7.7, PRMT1 FP inh -0.2, LEDGF integ inh -0.2, DDE Tn6 FP inh -13.8, MBD2 inh 0.7, Tn7 DDE FP 7.4, UHRF1 MBD2 ctr -0.5 and TDP2 inh -12.4.
For CCN(CC)S(=O)(=O)c1ccc2c(c1)c(=O)c(C(=O)NCCc1ccc(OC)c(OC)c1)cn2C the results were SIAE inh -6.3, proKLK7 act 0.0, TCR-CD3 inh 2.5, PRMT1 FP inh 1.1, LEDGF integ inh -5.1, DDE Tn6 FP inh 5.4, MBD2 inh -1.0, Tn7 DDE FP 1.2, UHRF1 MBD2 ctr -0.7 and TDP2 inh -0.7.
Screening CC(=O)c1cccc(S(=O)(=O)N2CCC(C(=O)Nc3cccc(C(=O)NC4CC4)c3)CC2)c1 returned SIAE inh -5.4, proKLK7 act 0.0, TCR-CD3 inh 1.4, PRMT1 FP inh -0.2, LEDGF integ inh 2.0, DDE Tn6 FP inh 1.2, MBD2 inh -0.5, Tn7 DDE FP 1.1, UHRF1 MBD2 ctr -1.9 and TDP2 inh 4.5.
COc1ccc(S[C@]2(C(=O)N3CCOCC3)CC(=O)N(C(=O)Nc3ccc(C)c(Cl)c3)[C@@H]2c2ccc(OC)cc2)cc1 was read as SIAE inh -7.5, proKLK7 act -0.2, PRMT1 FP inh 10.8, LEDGF integ inh -4.4, DDE Tn6 FP inh -0.5, MBD2 inh 0.5, Tn7 DDE FP -2.6, UHRF1 MBD2 ctr 2.7 and TDP2 inh -0.2.
`O=C(NCCCN1CCOCC1)C(Sc1ccccc1)c1ccccc1` (stereo unspecified) gave SIAE inh 2.4, proKLK7 act -0.1, TCR-CD3 inh 7.5, PRMT1 FP inh -0.9, LEDGF integ inh -3.6, DDE Tn6 FP inh 10.8, MBD2 inh -1.8, Tn7 DDE FP 4.5, UHRF1 MBD2 ctr 1.1 and TDP2 inh 4.8.
Cc1cc(C)c(S(=O)(=O)N2CCN(C(=O)C(C)Cn3cncn3)CC2)c(C)c1 (stereo unspecified) was read as SIAE inh -2.9, proKLK7 act -0.3, TCR-CD3 inh 0.6, PRMT1 FP inh -1.4, LEDGF integ inh -1.5, DDE Tn6 FP inh -0.8, MBD2 inh -0.8, Tn7 DDE FP 4.5, UHRF1 MBD2 ctr 2.6 and TDP2 inh 7.1.
For O=C(Nc1ccccc1N1CCOCC1)c1ccco1 the results were SIAE inh -1.2, proKLK7 act 0.7, TCR-CD3 inh 3.3, PRMT1 FP inh 1.4, LEDGF integ inh -0.3, DDE Tn6 FP inh 0.7, MBD2 inh -2.0, Tn7 DDE FP -1.4, UHRF1 MBD2 ctr 0.7 and TDP2 inh 8.2.
Screening COc1ccc2[nH]c(=O)c(CN(C(=O)c3cccnc3)c3ccccc3C)cc2c1 returned SIAE inh 0.7, proKLK7 act 1.6, TCR-CD3 inh 0.0, PRMT1 FP inh -1.8, LEDGF integ inh 5.4, DDE Tn6 FP inh 5.0, MBD2 inh 9.7, Tn7 DDE FP 0.7, UHRF1 MBD2 ctr 19.9 and TDP2 inh -1.5.
For CCOC(=O)c1c(C)oc2ccc(NS(=O)(=O)c3ccc(C(=O)O)cc3)cc12 the results were SIAE inh -1.7, proKLK7 act -0.4, TCR-CD3 inh -1.6, PRMT1 FP inh 4.5, LEDGF integ inh -1.0, DDE Tn6 FP inh -3.8, MBD2 inh 2.2, Tn7 DDE FP 2.8, UHRF1 MBD2 ctr 0.5 and TDP2 inh 8.6.
CC[C@H](C)[C@@H](C(=O)NCCCCCCCCCCC(=O)N1CCNCC1)n1cc(CCCCCN)nn1 was read as SIAE inh 9.6, proKLK7 act -0.5, TCR-CD3 inh 0.7, PRMT1 FP inh -2.3, LEDGF integ inh -0.5, DDE Tn6 FP inh 6.7, MBD2 inh -1.3, Tn7 DDE FP -3.2, UHRF1 MBD2 ctr 1.1 and TDP2 inh 9.6.
COc1ccc(NC(=O)C2(c3ccc(NC(=O)c4ccc(OC)c(OC)c4)cc3)CCCC2)cc1 was read as SIAE inh -18.9, proKLK7 act -0.5, TCR-CD3 inh 3.3, PRMT1 FP inh -6.1, LEDGF integ inh -4.4, DDE Tn6 FP inh -13.0, MBD2 inh 1.6, Tn7 DDE FP -2.1, UHRF1 MBD2 ctr -0.7 and TDP2 inh 1.6.
Cc1ccc(OC(=O)CCN2C(=O)c3ccccc3C2=O)cc1C was read as SIAE inh -1.7, proKLK7 act -0.3, TCR-CD3 inh 3.4, PRMT1 FP inh 0.1, LEDGF integ inh -4.8, DDE Tn6 FP inh 9.1, MBD2 inh -5.8, Tn7 DDE FP 3.1, UHRF1 MBD2 ctr 0.9 and TDP2 inh 0.2.
For COc1cc(/C=N/NC(=O)CCC(=O)NCc2ccccc2)cc(OC)c1OC the results were SIAE inh -1.6, proKLK7 act -0.3, TCR-CD3 inh 3.5, PRMT1 FP inh -1.2, LEDGF integ inh -2.5, DDE Tn6 FP inh -1.0, MBD2 inh -4.8, Tn7 DDE FP -10.6, UHRF1 MBD2 ctr -0.9 and TDP2 inh -2.1.
COc1cc(OC)c(-c2cc(C(=O)O)ccc2OC)c(OC)c1 was read as SIAE inh 1.9, proKLK7 act -0.3, TCR-CD3 inh 9.5, PRMT1 FP inh -1.6, LEDGF integ inh 1.4, DDE Tn6 FP inh 0.5, MBD2 inh -0.3, Tn7 DDE FP -2.8, UHRF1 MBD2 ctr -3.1 and TDP2 inh 8.5.
Screening Cc1ccc(C(=O)Oc2ccccc2N2C(=O)C3CCC(C)CC3C2=O)cc1 (stereo unspecified) returned SIAE inh -0.5, proKLK7 act 0.2, TCR-CD3 inh -2.2, PRMT1 FP inh 4.5, LEDGF integ inh -2.3, DDE Tn6 FP inh 2.3, MBD2 inh -2.8, Tn7 DDE FP 4.1, UHRF1 MBD2 ctr 10.1 and TDP2 inh -13.6.
For O=C(c1ccc(Cl)c(Cl)c1)c1cc(-c2ccccn2)c(N2CCOCC2)s1 the results were SIAE inh 0.0, proKLK7 act -2.0, TCR-CD3 inh 3.8, PRMT1 FP inh -1.5, LEDGF integ inh 1.6, DDE Tn6 FP inh -0.2, MBD2 inh -4.2, Tn7 DDE FP 2.6, UHRF1 MBD2 ctr -3.4 and TDP2 inh -10.8.
`COc1ccccc1CC(=O)Nc1cccc2ccccc12` gave SIAE inh -6.6, proKLK7 act 0.3, TCR-CD3 inh -0.2, PRMT1 FP inh 2.7, LEDGF integ inh -6.2, DDE Tn6 FP inh -0.8, MBD2 inh 3.4, Tn7 DDE FP 2.7, UHRF1 MBD2 ctr 3.2 and TDP2 inh -15.0.
For CCN(CC(=O)Nc1ccccc1C(F)(F)F)C(=O)/C=C/c1ccc(Cl)c([N+](=O)[O-])c1 the results were SIAE inh 2.5, proKLK7 act 0.5, TCR-CD3 inh -5.7, PRMT1 FP inh -4.5, LEDGF integ inh 4.9, DDE Tn6 FP inh 2.9, MBD2 inh -0.8, Tn7 DDE FP 3.8, UHRF1 MBD2 ctr 0.6 and TDP2 inh 11.8.
`Cc1c(Cl)cccc1NC(=O)CC1Oc2ccccc2NC1=O` (stereo unspecified) gave SIAE inh 0.8, proKLK7 act 0.1, TCR-CD3 inh -6.0, PRMT1 FP inh 3.3, LEDGF integ inh -3.1, DDE Tn6 FP inh 1.1, MBD2 inh 3.0, Tn7 DDE FP -3.1, UHRF1 MBD2 ctr 0.8 and TDP2 inh 6.2.
CCOC(=O)[C@]12CCC=C1N(Cc1cccc3ccccc13)C(=O)[C@H](CC(=O)NCCCOC)C2 was read as SIAE inh 8.1, proKLK7 act 0.0, TCR-CD3 inh -2.3, PRMT1 FP inh -1.9, LEDGF integ inh 5.6, DDE Tn6 FP inh 11.9, MBD2 inh 0.9, Tn7 DDE FP 6.4, UHRF1 MBD2 ctr 18.1 and TDP2 inh 3.1.
O=C(O)c1c[nH]c2ccc([N+](=O)[O-])cc2c1=O was read as SIAE inh 0.9, proKLK7 act -0.2, TCR-CD3 inh 0.9, PRMT1 FP inh -1.4, LEDGF integ inh -3.0, DDE Tn6 FP inh 0.2, MBD2 inh -2.1, Tn7 DDE FP -9.1, UHRF1 MBD2 ctr -4.1 and TDP2 inh 5.0.
For CC(C)NC(=O)c1ccccc1NC(=O)Cc1ccc(Cl)cc1 the results were SIAE inh -5.2, proKLK7 act -0.2, TCR-CD3 inh -2.3, PRMT1 FP inh -0.1, LEDGF integ inh -4.7, DDE Tn6 FP inh -4.5, MBD2 inh -0.5, Tn7 DDE FP 2.6, UHRF1 MBD2 ctr -0.1 and TDP2 inh -4.6.
Screening Cc1cc(C(=O)COC(=O)c2ccc(O)cc2O)c(C)n1-c1ccccc1 returned SIAE inh -22.1, proKLK7 act 0.5, TCR-CD3 inh -0.3, PRMT1 FP inh -2.7, LEDGF integ inh 1.7, DDE Tn6 FP inh -7.0, MBD2 inh 2.9, Tn7 DDE FP -4.0, UHRF1 MBD2 ctr 0.2 and TDP2 inh -15.2.
O=C(c1cc(COc2ccc(F)cc2Cl)on1)N1CCc2ccccc2C1 was read as SIAE inh -2.3, proKLK7 act 0.5, TCR-CD3 inh 7.7, PRMT1 FP inh -2.0, LEDGF integ inh 3.2, DDE Tn6 FP inh 0.1, MBD2 inh 0.8, Tn7 DDE FP -1.2, UHRF1 MBD2 ctr 8.6 and TDP2 inh -5.2.
CC(C)(CNC(=O)c1ccc(S(=O)(=O)Nc2ccccc2F)cc1)N1CCOCC1 was read as SIAE inh 1.0, proKLK7 act 0.1, TCR-CD3 inh 3.2, PRMT1 FP inh -3.5, LEDGF integ inh -0.4, DDE Tn6 FP inh -1.1, MBD2 inh -6.0, Tn7 DDE FP 9.1, UHRF1 MBD2 ctr -2.6 and TDP2 inh 6.3.
